CD40 NFkB inh: CD40 pathway inhibition in BL2 cells; inhibition, % at 10 µM; BL2 NF-kB luciferase reporter, CD40L-induced, 4 h; AID 1053188; hit rate 0.94% among 83,000;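 active = mean inhibition of at least 50% with a set share of replicates also reaching that level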;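 also: 0% = neutral control wells and 100% = IKK inhibitor VII at 50 µM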
Numbers without * were called inactive; [ ] = remark or other dose. An excerpt; count on the stated rates, not on these rows.

SMILES	CD40 NFkB inh
O=C(CCN1CCCCC1)NCC[C@@H]1CC[C@@H](NS(=O)(=O)c2cccc(Cl)c2)[C@H](CO)O1	-1.4[25 µM]
Cc1ccc(SCC(=O)N(C)CC(=O)Nc2cccc(F)c2)c(C)c1	-2.4
Oc1[nH]c2ccccc2c1OCc1ccncc1	-1.9
COc1ccc(C(=O)N2CCN(c3ccccc3)CC2)cc1S(=O)(=O)NC1CC1	-37.8
O=C1CCn2nc(-c3ccc(Cl)cc3)cc2N1	-94.3
N#CCC(=O)Nc1ccc(C(=O)OCC(=O)NC(=O)NCc2ccco2)cc1	7.2
Cc1ccc(S(=O)(=O)N(C)C[C@H]2Oc3c(NS(C)(=O)=O)cccc3C(=O)N([C@@H](C)CO)C[C@H]2C)cc1	-5.9[25 µM]
CCc1cccc(C)c1NC(=O)C1CC(=O)N(C2CCCC2)C1 (stereo unspecified)	3.8
COCC(=O)NC[C@H]1N[C@H](CO)[C@H]1c1ccc(C2=CCCCC2)cc1	-8.9[25 µM]
CCOC(=O)N1CCN(C(=O)COC(=O)CSc2cc(C)c(Br)cc2C)CC1	-8.1
ClC1(Cl)CC1CSc1nc2ccccc2[nH]1 (stereo unspecified)	-76.7
CN(C)c1nn2c(-c3ccccc3)nnc2o1	-0.7
COc1ccc2cc[nH]c2c1	-13.9
CCNC(=O)COc1cc(C)c(Br)c(C)c1	10.9
CN1C(=O)c2cc(NC(=O)C3CC3)ccc2OC[C@@H]2O[C@H](CC(=O)O)CC[C@@H]21	-4.5
CCOC(=O)c1cc(CC)sc1N1C(=O)CC(Sc2ncccc2C(=O)O)C1=O (stereo unspecified)	10.4
CCc1nnc(NC(=O)CCc2ccc(C)o2)s1	-6.6
COc1ccc(NC(=O)CN2C(=O)NC3(CCCCCCC3)C2=O)cc1	-4.4
OCCC1CN(Cc2ccccc2O)CCN1CCc1ccccc1 (stereo unspecified)	5.9
O=S(=O)(Cc1cc(Cl)nc(-c2ccncc2)n1)c1ccccc1	25.0
CCOC(=O)C1(CCOC)CCN(C(=O)c2ccccc2-c2cccc(C)c2)CC1	5.7
CC(Cc1ccccc1)(NC(=O)CN)c1ccccc1 (stereo unspecified)	-8.4[25 µM]
Cc1ccc(NC(=O)OC(C)N2CCCCC2)cc1NC(=O)OC(C)N1CCCCC1 (stereo unspecified)	-10.0
CCN(c1ccccc1)S(=O)(=O)c1c[nH]c2ccc([N+](=O)[O-])cc12	12.3
Cc1[nH]c2ccccc2c1C(c1ccncc1)N1CCN(c2ccccn2)CC1 (stereo unspecified)	-2.8

Retrieved by compound from the entries so far, two records:
SMILES	CD40 NFkB inh
CCc1cccc(C)c1NC(=O)C1CC(=O)N(C2CCCC2)C1 (stereo unspecified)	3.8
Oc1[nH]c2ccccc2c1OCc1ccncc1	-1.9

Later entries.
SMILES	CD40 NFkB inh
CC(=O)Nc1cc2c(cc1Cl)-c1ccc(F)cc1C2O (stereo unspecified)	-20.3
COc1ccc2c3c([nH]c2c1)[C@@H](CO)N(C(=O)c1ccc(F)cc1)CC31CCN(Cc2cccnc2)CC1	-6.0[25 µM]
O=C(Nc1ccc(Cl)cc1)N(C1=NCCC1)c1ccc(OC(F)F)cc1	-40.0
CN(c1ccc(C(=O)Nc2ccccn2)cc1)S(=O)(=O)c1ccccc1	-38.2
CNc1cc2ncnc(Nc3cccc(Br)c3)c2cc1N	-7.1[25 µM]
COc1ccc(NS(=O)(=O)c2cccc(C(=O)NNC(=O)c3ccccc3O)c2)cc1	-24.7
Cc1ccc(C(=O)NCCNC(=O)CN2CCCC2)cc1	2.4
O=C(Nc1ccc2c(c1)oc1ccccc12)c1cccnc1	-117.0
O=C(c1ccc(C(F)(F)F)cc1)C1CCCN(C(=O)Cn2cnnn2)C1 (stereo unspecified)	-12.5
C=CCOc1ccc(/C=C/C(=O)OCC(=O)NCCc2ccccc2)cc1	-0.5
Cc1cc(C)cc(OCCCC(=O)O)c1	2.8
CN1C(=O)c2cc(NC(=O)C3CC3)ccc2OC[C@H]2O[C@H](CC(=O)NCCc3ccncc3)CC[C@H]21	6.8
COc1ccc(-n2c(COc3ccc4c(c3)OCO4)nnc2SCC(=O)O)cc1	8.5
Cc1cccc(OCC(=O)NCCCNC(=O)c2cccnc2)c1	2.3
NCC[C@@H]1CC[C@H](NS(=O)(=O)c2ccc(Cl)cc2)[C@H](CO)O1	-0.8[25 µM]
O=C(Nc1nc2ccccc2[nH]1)C1CC(=O)N(c2ccc3c(c2)OCCO3)C1 (stereo unspecified)	36.1
COC(=O)C1CCN(C(=O)CN2C(=O)c3ccccc3S2(=O)=O)CC1	5.5
COc1ccc(CCN2CC(C(=O)OCC(=O)NC(Cc3ccccc3)C(C)=O)CC2=O)cc1OC (stereo unspecified)	8.0
CCn1ccnc1CNC(=O)C1CCC(=O)N(Cc2cccc(C(F)(F)F)c2)C1 (stereo unspecified)	4.5
Cc1cc(NC(=O)CSc2nnc(-c3ccccc3F)n2C)no1	-0.3
Cc1cc(C(=O)O)sc1C	-14.6
O=C(/C=C/c1cccc([N+](=O)[O-])c1)OCC(=O)c1ccccc1	-4.7
COc1ccc(OCC(=O)N/N=C/c2cccc3cccnc23)cc1	11.0
O=c1c2nnn(Cc3ccccc3)c2ncn1C/C=C/c1ccccc1	7.3
Cc1c(-c2nc3ccccc3[nH]2)cnn1C	-42.0

Part of the list above in order of molecular weight, rising.
SMILES	CD40 NFkB inh
COc1ccc2cc[nH]c2c1	-13.9
O=C(Nc1ccc2c(c1)oc1ccccc12)c1cccnc1	-117.0
O=C(/C=C/c1cccc([N+](=O)[O-])c1)OCC(=O)c1ccccc1	-4.7

Additional results follow.
SMILES	CD40 NFkB inh
CC(=O)Nc1ccc2c(c1)C(=O)N(C)C[C@H](C)[C@@H](CN(C)C(=O)NC(C)C)O2	-18.0
O=C(NCc1ccccn1)c1ccc2c(c1)N(Cc1ccccc1)CCS2	-7.6
C[C@H]1CN(C)C(=O)c2cccc(N(C)C)c2O[C@@H]1CN(C)S(C)(=O)=O	4.3
CCCOc1ccc(F)cc1-c1cc(C(=O)NCc2cccs2)[nH]n1	-0.7
COc1ccc(NC(=O)N(C)C[C@@H]2OCCCC[C@H](C)Oc3ccc(NC(=O)c4ccncc4)cc3C(=O)N([C@@H](C)CO)C[C@H]2C)cc1	-10.2[25 µM]
c1nnnn1C12CC3CC(CC(C3)C1)C2	13.5
CC1=Nn2c(nnc2C2CCCCC2)SC1	4.0
O=C(COc1ccc(Cl)cc1)NCc1n[nH]c(=O)c2ccccc12	-6.6
OCCC1CN(Cc2nc(-c3ccccc3)cs2)CCN1Cc1ccc(F)cc1 (stereo unspecified)	14.5
c1ccc2c(CSCCc3ccncc3)cccc2c1	-12.5
CN1CCN(c2nc(-c3cccnc3)nc3scc(-c4ccccc4)c23)CC1	-8.5
O=C(c1cccc(F)c1)N1CC2(C1)[C@H](c1ccccc1)[C@@H](CO)N2Cc1ccccn1	4.7[25 µM]
CO[C@@H]1CN(C)C(=O)c2cc(NC(=O)C3CCC3)ccc2OC[C@H](C)N(Cc2nccs2)C[C@H]1C	4.3
COc1ccc(-c2nnc(-c3cc4c(ccc5ccccc54)oc3=O)o2)cc1	-15.9
N#Cc1ccc(OCC(=O)NCCCN2CCCC2=O)cc1	1.3
COc1ccccc1C#Cc1ccc2c(c1)[C@@H]1[C@@H](CCN1S(=O)(=O)c1cn(C)cn1)[C@@H](CO)N2	-4.5[25 µM]
NS(=O)(=O)c1ccc2c(c1)C1C=CCC1C(C1CC=CCC1)N2 (stereo unspecified)	18.8
COc1cc(C(=O)Nc2nc3ccccc3s2)ccc1OCc1c(C)noc1C	9.9
O=C(NCC[C@H]1CC[C@H](NC(=O)c2ccccc2F)[C@@H](CO)O1)c1cnccn1	-3.0[25 µM]
CCCCC(CC)CNC(=O)C1C2C=CC(C2)C1C(=O)O (stereo unspecified)	5.4
Clc1ccc(-c2nnc(COc3ncnc4ccccc34)o2)cc1	-32.7
O=S1(=O)CC(NCc2ccccc2)C(Nc2ccc(Cl)cc2)C1 (stereo unspecified)	6.8
CC(C)NC(=O)Nc1cccc2c1O[C@H](CN(C)C(=O)Nc1ccccc1)[C@@H](C)CN([C@@H](C)CO)C2=O	-4.4[25 µM]
COc1cc(NC(=O)c2ccc(-c3ccnn3C)c3ccoc23)cc(OC)c1OC	-27.7
CCOc1ccccc1OCCC(=O)OCC(=O)Nc1c(C)nn(-c2ccccc2)c1C	3.1
Next section
SMILES	CD40 NFkB inh
COc1cc(NC(=O)CSc2nnnn2Cc2ccccc2)cc(OC)c1	10.9
Cc1cnc(NC(=O)COc2ccc3c(c2)CCC3)s1	5.3
CC(OC(=O)Cc1c[nH]c2ccccc12)C(=O)Nc1ccccc1[N+](=O)[O-] (stereo unspecified)	2.8
CN(CC(=O)Nc1ccccc1C(F)(F)F)C(=O)C1CCN(S(=O)(=O)c2ccc3c(c2)OCCO3)CC1	-14.2
O=C(c1ccco1)N1CCN(C(=O)C2CC2)CC1	6.3
COc1ccccc1NC(=O)Nc1nc(CC(=O)Nc2ccccc2F)cs1	-3.5
CCOC(=O)N1CCC(NS(=O)(=O)c2cc(C(=O)OC)n(C)c2)CC1	3.3
C[C@H](CO)N1C[C@H](C)[C@H](CN(C)Cc2ccc(F)cc2)OCc2ccccc2-c2c(n(C)c3ccccc23)C1=O	0.2
O=C(CN1C(=O)CSc2ccccc21)Nc1ccccc1C(=O)N1CCOCC1	-15.5
CC(=O)NC(C(=O)NCC(N)=O)C(C)C (stereo unspecified)	-4.2
COc1cccc(C#Cc2ccc([C@@H]3[C@H]4CN(C(=O)Cc5cccnc5)CC(=O)N4[C@H]3CO)cc2)c1	4.4[25 µM]
C[C@H](CO)N1C[C@H](C)[C@H](CN(C)Cc2cccc3c2OCCCO3)OCc2cnnn2CCCC1=O	8.3[25 µM]
CN1CCN(C(=O)COCc2cc(-c3ccc4c(c3)OCO4)on2)CC1	-40.7
C[C@@H](NC(=O)C[C@@H]1CC[C@H]2[C@@H](COC[C@@H](O)CN2Cc2ccc(C(F)(F)F)cc2)O1)c1ccccc1	16.2[25 µM]
COc1ccc(S(=O)(=O)N2CN(Cc3ccco3)c3nc4ccccc4nc32)cc1	-19.4
CCOC(=O)c1cc(C)nc(S(C)(=O)=O)c1C#N	22.3
COc1ccc(C(=O)Nc2ccc3c(c2)C(=O)N(C)[C@H]2CC[C@@H](CC(=O)NCC4CC4)O[C@@H]2CO3)cc1	-8.1[25 µM]
C[C@@H]1CN([C@H](C)CO)C(=O)c2cc(NC(=O)CCN3CCOCC3)ccc2O[C@H]1CN(C)Cc1ccc(C(F)(F)F)cc1	-4.6[25 µM]
CO[C@@H](CN(C)S(=O)(=O)c1cccc(Cl)c1)[C@@H](C)CN([C@@H](C)CO)S(=O)(=O)c1ccc(Cl)cc1	9.8
COc1ccc(CC(=O)OCC(=O)c2c[nH]c3ccccc23)cc1	3.4
CC(=O)N1CCc2cc(S(=O)(=O)NC(C(=O)Nc3nc(C)cs3)C(C)C)ccc21 (stereo unspecified)	-1.0
O=C(CN1C(=O)c2ccc([N+](=O)[O-])cc2C1=O)NC1CCS(=O)(=O)C1 (stereo unspecified)	4.6
CC1=C(C(=O)OCC2CCCO2)C(c2coc3ccc(C)cc3c2=O)C2=C(CCCC2=O)N1 (stereo unspecified)	6.2
CCc1cc(C(=O)N(CCCOC)c2c(N)n(Cc3ccccc3)c(=O)[nH]c2=O)sc1C	2.5
O=C(O)CCCc1nc2ccccc2s1	-5.9

Laid out differently: 2 of the compounds above.
CCc1cc(C(=O)N(CCCOC)c2c(N)n(Cc3ccccc3)c(=O)[nH]c2=O)sc1C
  CD40 NFkB inh: 2.5
O=C(O)CCCc1nc2ccccc2s1
  CD40 NFkB inh: -5.9

The list goes on.
SMILES	CD40 NFkB inh
C[C@H](CO)N1C[C@H](C)[C@@H](CN(C)Cc2ccc(Oc3ccccc3)cc2)Oc2ccc(NC(=O)Cn3cnnn3)cc2CC1=O	-7.3[25 µM]
CN(Cc1nc(Cc2ccccc2F)no1)Cc1cccc2ncccc12	2.1
CC=Cc1ccc2n(c1=O)C[C@H]1[C@H](CO)[C@@H](C(=O)NC3CCC3)[C@@H]2N1Cc1cccnc1 (mixture of isomers)	-8.4[25 µM]
CCc1ccc(NC(=O)CSc2nccn(-c3ccc4c(c3)OCCO4)c2=O)cc1	14.0
C[C@H]1CN([C@@H](C)CO)C(=O)c2c(c3ccccc3n2C)-c2ccccc2CO[C@@H]1CN(C)Cc1ccc(C(F)(F)F)cc1	15.5
O=C(COC(=O)C1(c2ccc(F)cc2)CCCC1)NCc1ccco1	5.7
CCN(CC)C(=O)CN1C(=O)C2(OCC(C)(c3ccccc3)CO2)c2ccccc21 (stereo unspecified)	17.6
COc1ccccc1NC(=O)CCC(=O)OCc1ccc(Cl)cc1	4.5
Cc1cc(-c2nnc(CCC(=O)N3CCN(Cc4cccc(F)c4)CC3)o2)c(C)o1	-21.1
CC1(C(=O)Nc2cccc3ncccc23)CCN1C(=O)Cc1ccc(-c2ccccc2)cc1 (stereo unspecified)	-8.8
c1ccc(CNc2nc(-c3cccnc3)cs2)cc1	-10.1
CCCNC(=O)C1(C)CCCN(C(=O)c2oc3ccccc3c2C)C1 (stereo unspecified)	-26.5
CC1(NC(=O)CCc2nc3sc4c(c3c(=O)[nH]2)CCCC4)CCS(=O)(=O)C1 (stereo unspecified)	-5.8
CC(NC(=O)c1ccc(OC2CCN(Cc3ccccn3)CC2)cc1)c1ccccc1 (stereo unspecified)	6.1
O=C(C[C@@H]1C[C@H]2c3cc(NC(=O)NC4CCCC4)ccc3O[C@H]2[C@H](CO)O1)NCC(F)(F)F	-1.6
CN(C)C(=O)[C@@H]1[C@@H](CO)[C@@H]2Cn3c(ccc(-c4cccc(F)c4)c3=O)[C@H]1N2CC1CC1	-10.3[25 µM]
C[C@@H]1CCCCO[C@H](CN(C)S(=O)(=O)c2ccc(F)cc2)[C@@H](C)CN([C@@H](C)CO)C(=O)c2cc(N(C)C)ccc2O1	4.5[25 µM]

Screens (PubChem)
